Screens as filed in PubChem BioAssay.
Nrf2 block: blocks Nrf2 signaling | A549 ARE-Fluc reporter, luciferase luminescence, 18-24 h | Potency, µM (highest dose often 46 µM), for the others: at the top dose activity change, negative = inhibition, actives largely listed as inhibitors | 2.1% of 360,000 active | AID 504444; note: potency is the fitted concentration of half-maximal effect; % is set by controls: 0 for no effect and ±100 for the full control effect; nearly all actives have a fitted effect of over 60% in size
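Reporter: ARE-Fluc in A549. Exposure: 18-24 h, 37 °C, 5% CO2, 5% FBS OPTI-MEM. Readouts: fluorescent cytotoxicity (CellTiter-Fluor), then luminescent Nrf2 signal after BugLite.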
MCF10A rerep: induces DNA re-replication in MCF 10a normal breast cells | MCF 10A DNA re-replication, Hoechst nuclear intensity, 48 h | Potency, µM (series often up to 46.1 µM), inactives show at the top dose activity, positive = re-replication, most hits filed as activators | AID 624296 | 2.9% of 350,000 active; note: potency is the fitted concentration of half-maximal effect; % of control where 0% means no effect; nearly all actives have a fitted effect of over 50% in size
TGFb SMAD3 inh: TGF-b pathway inhibition; HepG2 CAGA-GFP TGF-b/SMAD3 reporter, GFP fluorescence, 18 h; TGF-beta stimulated, 500 pg/mL final; AID 588855; 1.2% of 410,000 active; Potency, µM (highest dose often 46.1 µM), for the others: top-dose activity, negative = inhibition, hits mostly inhibitors; note: potency is the fitted concentration of half-maximal effect; % is set by controls: 0 for no effect and ±100 for the full control effect; nearly all actives have a fitted effect of over 65% in size
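Smad-responsive CAGA-GFP expression was quantified in HEPG2 cells exposed to compounds and 500 pg/mL final TGF-beta for 18 h at 37 degrees C; unstimulated wells defined full inhibition.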
ATXN2 expr inh: inhibitors of ATXN2 expression; Potency, µM (highest dose often 57 µM), for inactives: at the top dose activity change, negative = inhibition, usual class: inhibitors; 0.72% of 360,000 active; AID 1745845; HEK-293 ATXN2-luciferase reporter, luminescence, 24 h; note: potency is the fitted concentration of half-maximal effect; % is set by controls: 0 for no effect and ±100 for the full control effect; nearly all actives have a fitted effect of over 55% in size
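qHTS (up to 57 uM final) was run with 24 h compound exposure of reporter cells at 37 °C. Each well was multiplexed: SteadyGlo luminescence measured ATXN2-luciferase expression after a fluorogenic Gly-Phe-AFC viability readout (25 uM final).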
A549 viability: kills or reduces viability of A549 cells in Nrf2 counter-screen; A549 ARE-Fluc cells, CellTiter-Fluor viability, 18-24 h; Potency, µM (highest dose often 46 µM), without a hit: top-dose activity change, negative = cytotoxicity, actives largely listed as inhibitors; 0.16% of 390,000 active; AID 504648; note: potency is the fitted concentration of half-maximal effect; % is set by controls: 0 for no effect and ±100 for the full control effect
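A549 ARE-Fluc cells in 5% FBS OPTI-MEM, 5000 cells/well, rested 2 h then exposed to compounds in concentration-response for 18-24 h at 37 °C. Viability by CellTiter-Fluor fluorescence (Ex 405/Em 525) after 30 min; luciferase luminescence (BugLite, 15 min, RT) read afterwards.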
IL-1B inflam inh: inflammasome signaling inhibition, IL-1 beta readout; activity change, % at 57.5 µM; THP-1 LPS/ATP IL-1B secretion, AlphaLISA, 16 h; hits give low values; 4.7% of 360,000 active; in the data active = activity change below about -50%; inconclusive = mostly about -30% to -49%; note: % is set by controls: 0 for no effect and ±100 for the full control effect
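THP-1 cells pretreated 1 hr with compounds (up to 57.5 uM final), then stimulated with LPS (250 ng/mL final) plus ATP (1.25 mM final); secreted IL-1B measured by AlphaLISA after 16 hr, decreased signal indicating inhibition.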
S2 tox: cell viability loss in ATXN counter-screen. S2 cells (HEK-293 line with an ATXN2-luciferase reporter) viability, CellTiter-Fluor protease fluorescence, 24 h. Potency, µM (highest dose often 56.7 µM), hits mostly cytotoxic. 0.49% of 400,000 active. AID 651635; note: potency is the fitted concentration of half-maximal effect; nearly all actives have a fitted effect of over 40% in size
HepG2 tox: kills HepG2 cells in TGF-b inhibitor counter-screen | Potency, µM (series often up to 46.1 µM), without a hit: at the top dose activity change, negative = cytotoxicity, hits mostly cytotoxic | AID 588856 | 0.76% of 410,000 active | HepG2 CAGA-GFP viability, ATP luminescence, 18 h; note: potency is the fitted concentration of half-maximal effect; some results filed as inactive show a strong effect at the top dose
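CellTiter-Glo luminescence gave cytotoxicity after 18 hours at 37 degrees C. The cells were HepG2 CAGA-GFP in 1% FBS DMEM, stimulated with 500 pg/mL TGF-beta after compound addition. %Activity was normalised to no-cell wells (complete cell-killing) and DMSO (no toxicity), and curves were fitted and classified.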
Nrf2 activator: Nrf2 pathway activation; AREc32 ARE-luciferase reporter (MCF7-derived line), luminescence, 24 h; 0.31% of 410,000 active; Potency, µM (top dose mostly 46.1 µM), inactives show at the top dose activation, hits mostly activators; note: potency is the fitted concentration of half-maximal effect; % of control where 0% means no effect; nearly all actives have a fitted effect of over 65% in size
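Steps: seed AREc32_Fluc cells (1000/well, 5% FBS OPTI-MEM); incubate overnight at 37 deg C; add 23 nL compound; incubate 24 hr; add Steady-Glo; hold 30 min RT; read luminescence.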
Active calls of the source: *; & = joins results of further samples; [ ] = dose if it differs, or a comment. Unless noted, calls come from the whole dose curve; as a rule, active = well fitted curve in the direction sought with a large enough effect; inconclusive = small, poorly fitted or top-dose-only effect, or another doubt; inactive = no such curve, though single readings can be large; an effect the other way counts as inactive or inconclusive.

`C=CCSc1nc2ccccc2n1C(=O)/C=C/c1ccc(OC)c(OC)c1` gave Nrf2 block inconclusive, MCF10A rerep 4.1µM*, TGFb SMAD3 inh -6%, ATXN2 expr inh 14µM*, A549 viability inconclusive, IL-1B inflam inh -102*, S2 tox 10µM*, HepG2 tox -9% and Nrf2 activator inconclusive.
`Cc1c(NC(=S)Nc2ccc(Cl)cc2)c(=O)n(-c2ccccc2)n1C` gave Nrf2 block -1%, MCF10A rerep -12%, TGFb SMAD3 inh 0%, ATXN2 expr inh -5%, A549 viability 1%, IL-1B inflam inh 0, S2 tox inactive, HepG2 tox 0% and Nrf2 activator 0.5%.
Screening COC(=O)C(Cc1ccccc1)NC(=O)CNC(=O)c1ccccc1OC (stereo not given) returned Nrf2 block -7%, MCF10A rerep -1%, TGFb SMAD3 inh 1%, ATXN2 expr inh 4%, A549 viability 2%, S2 tox inactive, HepG2 tox 5% and Nrf2 activator -0.5%.
CC(=O)Nc1cccc(C(=O)Nc2ccc(S(=O)(=O)NC3=NCCCCC3)cc2)c1 was read as Nrf2 block 9%, MCF10A rerep -3%, TGFb SMAD3 inh -20%, ATXN2 expr inh -2%, A549 viability 1%, IL-1B inflam inh 10, S2 tox inactive, HepG2 tox 3% and Nrf2 activator -0.3%.
For CC12CCC(C(=O)NCC3CCCO3)(OC1=O)C2(C)C (stereo not given) the results were MCF10A rerep -1%, TGFb SMAD3 inh 11%, ATXN2 expr inh 3%, A549 viability 9%, IL-1B inflam inh -5, S2 tox inactive, HepG2 tox 14% and Nrf2 activator -0.8%.
For O=c1c([N+](=O)[O-])c(N2CCOCC2)c2ccccc2n1-c1ccccc1 the results were Nrf2 block 8%, MCF10A rerep 3%, TGFb SMAD3 inh 11%, ATXN2 expr inh 2%[11.3 µM], A549 viability -1%, IL-1B inflam inh 21, S2 tox inactive, HepG2 tox 1% and Nrf2 activator -0.9%.
For O=C(O)CSC1c2ccccc2C(=O)N1Cc1ccccc1 (stereo not given) the results were Nrf2 block -23%, MCF10A rerep 2%, TGFb SMAD3 inh -3%, ATXN2 expr inh -8%, A549 viability -7%, IL-1B inflam inh 10, S2 tox inactive, HepG2 tox -15% and Nrf2 activator 0.3%.
Cc1csc(NC(=O)c2nc3nc(C)cc(C)n3n2)n1 was read as Nrf2 block inconclusive, MCF10A rerep -3%, TGFb SMAD3 inh -12%, ATXN2 expr inh -11%, A549 viability -4%, IL-1B inflam inh -5, S2 tox inactive, HepG2 tox -4% and Nrf2 activator -0.6%.
O=C(Nc1ccc(-c2nc3ccccc3[nH]2)cc1)c1ccco1 was read as Nrf2 block inconclusive, MCF10A rerep 7%, TGFb SMAD3 inh -8%&-4%, ATXN2 expr inh 86%[activator], A549 viability -16%&11%, IL-1B inflam inh -15, S2 tox inactive, HepG2 tox -37%&-12% and Nrf2 activator 0.7%.
For COc1ccc(NC(=O)c2cc3c(Cl)nc4ccccc4c3s2)cc1OC the results were Nrf2 block 10µM*, MCF10A rerep 1%, TGFb SMAD3 inh 6%, ATXN2 expr inh inconclusive, A549 viability -28%, IL-1B inflam inh -8, HepG2 tox 9% and Nrf2 activator -0.7%.
CCOc1ccc2ccccc2c1/C=N/n1cncn1 was read as Nrf2 block -15%, MCF10A rerep 19%, TGFb SMAD3 inh 5%, ATXN2 expr inh 4%, A549 viability -5%, IL-1B inflam inh -10, S2 tox inactive, HepG2 tox -22% and Nrf2 activator -0.5%.
`CCC(C)c1ccccc1N=Cc1ccc2c(c1)OCO2` (stereo not given) gave Nrf2 block -21%, MCF10A rerep -1%, TGFb SMAD3 inh 3%, ATXN2 expr inh 2%, A549 viability -1%, IL-1B inflam inh -3, S2 tox inactive, HepG2 tox -1% and Nrf2 activator 0.5%.
COc1ccc(N2C(=O)CC(NNC(=O)c3cccnc3)C2=O)cc1 (stereo not given) was read as Nrf2 block -4%, MCF10A rerep 1%, TGFb SMAD3 inh 2%, ATXN2 expr inh -29%, A549 viability -3%, IL-1B inflam inh 13, S2 tox inactive, HepG2 tox -5% and Nrf2 activator -0.1%.
O=C(Nc1ccc(S(=O)(=O)Nc2nccs2)cc1)c1cnc(Cl)c(Cl)c1 was read as Nrf2 block 5%, MCF10A rerep 10%, TGFb SMAD3 inh inconclusive, A549 viability -2%, IL-1B inflam inh 42, S2 tox inconclusive, HepG2 tox -20% and Nrf2 activator 9.0%.
CC(C)(C)c1ccc(-n2ncc3c2CCCC3NC(=O)CCn2cncn2)cc1 (stereo not given) was read as Nrf2 block -28%, MCF10A rerep 9%, TGFb SMAD3 inh -13%, ATXN2 expr inh -12%, A549 viability 2%, IL-1B inflam inh 9, S2 tox inactive, HepG2 tox -29% and Nrf2 activator 2.8%.
For CC(C)Oc1ccc(CNC2CCOC(C)(C)C2)cc1 (stereo not given) the results were Nrf2 block 4%, MCF10A rerep inconclusive, TGFb SMAD3 inh 22%, ATXN2 expr inh 2%, A549 viability 2%, IL-1B inflam inh 2, S2 tox inactive, HepG2 tox -2% and Nrf2 activator -0.2%.
Screening C/C(=N\NC(=O)c1ccccc1)c1ccc(-n2ccnc2)cc1 returned Nrf2 block 13%, MCF10A rerep inconclusive, TGFb SMAD3 inh -3%, A549 viability 0%, IL-1B inflam inh -21, S2 tox inactive, HepG2 tox 8% and Nrf2 activator 3.3%.
`CCC(C)NC(=O)c1ccccc1-c1nc2ccccc2[nH]1` (stereo not given) gave Nrf2 block -7%, MCF10A rerep -6%, TGFb SMAD3 inh 2%, ATXN2 expr inh -5%[11.3 µM], A549 viability 0%, IL-1B inflam inh 15, S2 tox inactive, HepG2 tox 8% and Nrf2 activator -0.1%.
`COc1cccc(C(=O)N2CCC(N3CC(C)OC(C)C3)CC2)c1` (stereo not given) gave Nrf2 block -16%, MCF10A rerep 5%, TGFb SMAD3 inh 0%, ATXN2 expr inh -5%, A549 viability 0%, IL-1B inflam inh 0, S2 tox inactive, HepG2 tox 31% and Nrf2 activator 0.1%.
For CCOC(=O)c1c(N)sc(C(=O)Nc2ccccc2F)c1C the results were Nrf2 block 2%, MCF10A rerep -3%, TGFb SMAD3 inh 7%, A549 viability 0%, IL-1B inflam inh -13, S2 tox inconclusive, HepG2 tox -23% and Nrf2 activator 3.1%.
CCOc1ccc(S(=O)(=O)N(CC)CC)cc1NS(=O)(=O)c1ccc(F)c(F)c1F was read as Nrf2 block 0%, MCF10A rerep 13%, TGFb SMAD3 inh 4%, ATXN2 expr inh -17%, A549 viability 4%, IL-1B inflam inh 26, S2 tox inactive, HepG2 tox -5% and Nrf2 activator -0.4%.
CCOC(=O)C1=CN(c2cccc(F)c2)C=C(C(=O)OCC)C1c1cc(OC)c(O)c([N+](=O)[O-])c1 was read as Nrf2 block -17%, MCF10A rerep 2%, TGFb SMAD3 inh 4%, ATXN2 expr inh 12%, A549 viability -18%, IL-1B inflam inh -23, S2 tox inactive, HepG2 tox 5% and Nrf2 activator 0.5%.
COc1ccc(NC(=O)C2CCCCN2S(=O)(=O)c2ccccc2)cc1S(=O)(=O)N1CCOCC1 (stereo not given) was read as Nrf2 block -14%, MCF10A rerep 11%, TGFb SMAD3 inh 0%, ATXN2 expr inh 2%, A549 viability 0%, IL-1B inflam inh -2, S2 tox inactive, HepG2 tox -8% and Nrf2 activator -1.1%.
CC(C)(C)c1ccccc1NC(=O)C1=COCCO1 was read as Nrf2 block 5%, MCF10A rerep 0%, TGFb SMAD3 inh -9%, ATXN2 expr inh 14%, A549 viability 0%, IL-1B inflam inh 19, S2 tox inactive, HepG2 tox -2% and Nrf2 activator -0.6%.
For CCCSc1nnc2c(n1)OC(c1sccc1C)Nc1ccccc1-2 (stereo not given) the results were Nrf2 block inconclusive, TGFb SMAD3 inh -8%, A549 viability 14%, HepG2 tox 0% and Nrf2 activator 12%.
Screening Cc1cc(C)nc(SCc2nnc(SCC(=O)Nc3ccc(C)c(C)c3)n2Cc2ccco2)n1 returned Nrf2 block -7%, MCF10A rerep 15%, TGFb SMAD3 inh 1%, ATXN2 expr inh 6%, A549 viability -5%, IL-1B inflam inh 6, S2 tox inconclusive, HepG2 tox -6% and Nrf2 activator 0.5%.
`CSc1nc2cc(S(=O)(=O)N3CCOCC3)ccc2s1` gave Nrf2 block 12%, MCF10A rerep -4%, TGFb SMAD3 inh -2%, ATXN2 expr inh 8%, A549 viability 9%, IL-1B inflam inh 3, S2 tox inactive, HepG2 tox -4% and Nrf2 activator 1.9%.
For CC(=O)Nc1ccc(S(=O)(=O)N(C)CC(=O)OCC(=O)N2CCCC2=O)cc1 the results were Nrf2 block 1%, MCF10A rerep inconclusive, TGFb SMAD3 inh -2%, ATXN2 expr inh 4%, A549 viability -1%, IL-1B inflam inh 18, S2 tox inactive, HepG2 tox 8% and Nrf2 activator -1.0%.
For CCCCOC(=O)c1nc[nH]c1C(=O)OCCCC the results were Nrf2 block -12%, MCF10A rerep 0%, TGFb SMAD3 inh -6%, ATXN2 expr inh 1%, A549 viability 1%, IL-1B inflam inh 30, S2 tox inactive, HepG2 tox -4% and Nrf2 activator 0.4%.

Structures from the list above that contain a furan ring, fused or not (two):
O=C(Nc1ccc(-c2nc3ccccc3[nH]2)cc1)c1ccco1 was read as Nrf2 block inconclusive, MCF10A rerep 7%, TGFb SMAD3 inh -8%&-4%, ATXN2 expr inh 86%[activator], A549 viability -16%&11%, IL-1B inflam inh -15, S2 tox inactive, HepG2 tox -37%&-12% and Nrf2 activator 0.7%.
Screening Cc1cc(C)nc(SCc2nnc(SCC(=O)Nc3ccc(C)c(C)c3)n2Cc2ccco2)n1 returned Nrf2 block -7%, MCF10A rerep 15%, TGFb SMAD3 inh 1%, ATXN2 expr inh 6%, A549 viability -5%, IL-1B inflam inh 6, S2 tox inconclusive, HepG2 tox -6% and Nrf2 activator 0.5%.
